# tim10-1 inh: tim10-1 yeast growth inhibition; inhibition, % at 20 µM; actives 2.2% (n = 330,000); AID 463190; S. cerevisiae tim10-1 ts strain growth, BacTiter-Glo, 24 h;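 active means inhibition of at least 40%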;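 further: mutant grown at 25 °C; 0% = DMSO wells with yeast and 100% = wells holding no yeast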
# NR3A LBD binder: NR3A (human) ligand-binding domain modulation. actives 2.5% (n = 340,000). NR3A LBD differential scanning fluorimetry, Tm shift; 0% = protein alone, 100% = glycine-bound protein. Tm shift relative to glycine control, % at 25 µM;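 active means melting temperature shift of at least 10% of the positive control shift, at one fixed dose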
# APJ antag: blocks the human apelin receptor APJ. CHO-K1 APJ beta-arrestin complementation, luminescence. inhibition, % at 20 µM. actives 0.32% (n = 330,000). AID 2521;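 active means inhibition above about 40% at 20 µM, limit read from the data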;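 further: cells challenged with 10 nM apelin-13 agonist together with compound; plate controls were apelin-13 plus DMSO wells for no effect and DMSO wells lacking apelin-13 for full effect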
# Target sequence (P35414 whole entry, looked up): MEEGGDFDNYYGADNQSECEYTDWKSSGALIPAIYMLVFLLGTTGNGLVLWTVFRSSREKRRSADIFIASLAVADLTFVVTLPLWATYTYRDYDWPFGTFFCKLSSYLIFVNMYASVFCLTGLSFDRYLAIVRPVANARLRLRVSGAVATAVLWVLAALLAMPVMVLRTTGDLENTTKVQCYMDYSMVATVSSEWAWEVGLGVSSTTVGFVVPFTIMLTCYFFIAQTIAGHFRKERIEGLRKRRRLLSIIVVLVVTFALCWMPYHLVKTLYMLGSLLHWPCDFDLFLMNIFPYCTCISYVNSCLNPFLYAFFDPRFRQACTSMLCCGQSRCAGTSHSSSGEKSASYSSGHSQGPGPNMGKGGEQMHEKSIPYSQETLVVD
# MPTP block: inhibitors of mitochondrial permeability transition pore; actives 1.4% (n = 360,000); isolated mouse mitochondria, Ca2+ swelling absorbance, 30 min; inhibition, % at 10 µM;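 active means inhibition of 50% or more, scaled per plate between neutral and stimulator controls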;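 further: 0% = DMSO wells given calcium and 100% = 1 mM EGTA wells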
# MIN6 prolif: induces beta-cell replication in MIN6 cells; MIN6 cells proliferation, ATPlite luminescence, 48 h; cells starved in 0.2% serum; 100% = growth in 10% serum; proliferation, % at 10 µM; actives 0.29% (n = 330,000);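 active means compounds whose signal lies at least 3.5 SD above the mean of all wells on their plate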;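 further: 0% = DMSO-treated cells in low-serum medium and 100% = 10% serum control; some compounds called inactive have numbers as strong as hits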
# tim23-1 inh: inhibits growth of tim23-1 mutant yeast; S. cerevisiae tim23-1 growth, BacTiter-Glo luminescence, 24 h; inhibition, % at 20 µM; actives 1.3% (n = 330,000);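 active means growth inhibition of the mutant yeast at or above 50%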;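 further: temperature-sensitive mutant grown at 25 °C; plate controls were DMSO-treated mutant yeast for no effect and medium wells lacking yeast for full effect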
# APJ ag: activates the human apelin receptor APJ; P35414; CHO-K1 APJ PathHunter beta-arrestin, luminescence; 0% DMSO wells, 100% apelin; activation, % at 20 µM; actives 0.11% (n = 330,000);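 active means activation more than six SD over the plate average, tested at 20 µM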;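 further: 0% = DMSO alone and 100% = apelin-13 at 10 nM; some results filed as inactive read as strong as hits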
#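 Test system: CHO-K1 APJ beta-arrestin complementation cell line | Compound: Single test compound dose, 20 µM final, 1% DMSO | Incubation: Compound 90 min 25 °C, reagent 1 h | Measured by: beta-gal luminescence | Read-out basis: APJ–arrestin association signal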
# TIM10 inh: growth inhibitors of TIM10 yeast strain | S. cerevisiae TIM10 strain growth, BacTiter-Glo luminescence, 24 h | inhibition, % at 10 µM | actives 1.4% (n = 330,000) | AID 463195;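 active means inhibition of 40% or more at the single tested concentration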;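 further: wild-type TIM10 isogenic control strain grown at permissive 25 °C; 0% = DMSO yeast wells and 100% = minimal medium wells without yeast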
# NLRP3 yeast inh: inhibitors of NALP3 inflammasome in yeast | inhibition, % at 10 µM | actives 0.39% (n = 330,000) | Yeast reconstituted NLRP3/ASC/caspase-1, beta-gal luminescence, 24 h;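 active means inhibition of 50% or more; inactive means inhibition below 50%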;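 further: plate controls were induced DMSO wells for no effect and uninduced yeast grown without galactose for full effect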
# * hit, by the source's call; / = not tested or not shown.
SMILES,tim10-1 inh,NR3A LBD binder,APJ antag,MPTP block,MIN6 prolif,tim23-1 inh,APJ ag,TIM10 inh,NLRP3 yeast inh
O=C(NNC(=O)c1cccc(S(=O)(=O)Nc2ccc(Cl)cc2)c1)c1ccc(=O)[nH]c1,5,0,8,-1.3,4,4,-2,6,6
CCCCn1c(N)c(N(CCC(C)C)C(=O)c2ccc(C)c(S(=O)(=O)N3CCOCC3)c2)c(=O)[nH]c1=O,-2,-2,0,1.8,9,-7,-3,-1,9
CCS(=O)(=O)N1CCC(C(=O)NCc2ccc(OC)cc2)CC1,5,-1,4,-2.1,-2,7,-1,10,16
Cc1cccc(NC(=O)CNCC(=O)Nc2cccc(C)c2C)c1C,2,-1,11,0.4,1,-2,-4,-6,10
COc1ccc(CC(=O)Nc2sccc2C#N)cc1S(=O)(=O)N1CCOCC1,2,-2,8,-0.3,2,-10,-5,2,4
O=C(CN1CCN(C(=O)c2ccco2)CC1)Nc1cccc([N+](=O)[O-])c1,9,4,10,-1.1,-3,4,-2,1,5
O=C1c2ccc3c4c(ccc(c24)C(=O)N1c1ccc(O)cc1)C(=O)N(c1ccc(O)cc1)C3=O,4,-3,-47,-0.8,-5,11,4,7,35
O=C(Nc1cccc(C(F)(F)F)c1)OCCN1CCN(Cc2ccccc2)CCC1=O,31,-2,5,98*,-4,15,-2,16,11
CCn1cc(C(=O)NCCCOC(C)C)c(=O)c2cc(S(=O)(=O)N3CCCC3)ccc21,2,-1,12,1.4,-3,-1,0,-5,4
COC(=O)c1ccc(-c2ccco2)n1Cc1nc(-c2ccc(OC)c(OC)c2)oc1C,12,1,4,4.2,-5,10,0,4,-9
O=[N+]([O-])c1cccnc1Sc1ccc(Br)cc1,11,2,3,1.7,-4,9,3,9,-11
C=CCNC(=O)C(=O)N/N=C/c1ccco1,-11,1,13,0.1,-2,2,-4,-15,-14
Cc1nn(C(C)C(=O)NC2CCC(C)CC2)c(=O)c2nn(-c3ccccc3)c(C)c12 (centres undefined),41*,1,8,-0.5,5,27,-3,15,-2
CC(=O)c1c(C)oc2ccc(N(C(=O)c3ccncc3)S(=O)(=O)c3ccccc3)cc12,32,-1,0,0.4,-5,24,-1,-4,1
CN(C)c1ccnc(Oc2ccc(Cl)cc2)c1C#N,20,2,-4,0.7,1,19,-3,3,35
COc1ccc(-c2csc3ncnc(N4CCN(S(=O)(=O)c5cccc(Br)c5)CC4)c23)cc1,23,0,-2,1.1,-1,31,-1,15,14
Cc1cc(C)cc(Oc2ccccc2/C=N\O)c1,-18,-55,5,-2.0,3,8,-3,-16,-14
COc1ccccc1N1CCN(C(=O)COc2ccc(C)cc2Br)CC1,13,2,-8,-2.1,0,-19,0,19,12
CCOc1ccc(NC(=O)C2C3CC/C=C\CCC32)cc1 (centres undefined),-6,4,7,2.6,2,7,-5,3,6
CCC1(c2ccccc2)NC(=O)N(Cc2ccc(C(=O)OC)cc2)C1=O (centres undefined),12,0,9,7.9,0,18,-1,16,5
Cc1onc(-c2c(F)cccc2Cl)c1C(=O)NCc1ccc2c(c1)OCO2,4,0,-4,-0.7,-1,1,-8,-3,5
CN(C)S(=O)(=O)c1ccc(C(=O)OC2CCOC2=O)cc1 (centres undefined),11,0,-9,-0.8,0,5,-2,-7,2
Cc1ccc(S(=O)(=O)CCC(=O)OCC(=O)NCCc2ccc(S(N)(=O)=O)cc2)cc1,4,-1,1,-1.0,3,-2,-3,5,2
CC(=O)Nc1ccc(S(=O)(=O)N(C)c2ccc(OCC(=O)OCC(=O)Nc3ccc(OC(F)F)cc3)cc2)cc1,4,7,-3,2.9,-1,0,0,0,9

# Overlap with the part before: 2 entries; new compounds follow.
SMILES,tim10-1 inh,NR3A LBD binder,APJ antag,MPTP block,MIN6 prolif,tim23-1 inh,APJ ag,TIM10 inh,NLRP3 yeast inh
Cc1ccc(S(=O)(=O)CCC(=O)OCC(=O)NCCc2ccc(S(N)(=O)=O)cc2)cc1,4,-1,1,-1.0,3,-2,-3,5,2
CC(=O)Nc1ccc(S(=O)(=O)N(C)c2ccc(OCC(=O)OCC(=O)Nc3ccc(OC(F)F)cc3)cc2)cc1,4,7,-3,2.9,-1,0,0,0,9
Cn1nnnc1SCc1nc2ccccc2[nH]1,15,-2,-5,0.7,0,-2,-3,5,25
C/C(=N\NC(=O)CNC(=O)C(c1ccccc1)c1ccccc1)c1ccccc1,-5,3,5,0.4,1,-27,-2,-29,5
CCCCCC(=O)NC(Cc1ccc(OC)c([N+](=O)[O-])c1)C(=O)O (centres undefined),19,-1,-12,0.9,-2,26,-3,-10,19
COC(=O)C1CC(c2ccc(Cl)cc2)=NO1 (centres undefined),4,1,-11,0.4,-1,10,0,17,1
CCCCN(C)C(=O)c1ccc2c(c1)N(CC)C(=O)c1ccccc1S2=O (centres undefined),2,-2,20,-1.1,-3,9,-3,19,27
O=C(NCCCN1CCN(c2ccccc2F)CC1)Nc1ccccc1[N+](=O)[O-],-1,-1,20,0.7,-2,-20,-5,-16,13
O=C1C=C(c2cc(C(F)(F)F)cc(C(F)(F)F)c2)C[C@@H](c2ccc3c(c2)OCO3)C1,-3,-1,14,5.0,-7,12,-3,5,7
O=C(NC1CCS(=O)(=O)C1)/C(=C\c1ccc(F)cc1)NC(=O)c1ccccc1 (centres undefined),-8,-2,-12,-2.2,-1,-13,-3,0,19
COc1ccc(/C=C(/NC(=O)/C=C/c2ccccc2)C(=O)NCCCCCC(=O)O)cc1,2,0,-3,0.5,0,7,-4,-5,-1
CCOC(=O)c1ccc(NC(=O)c2cnccn2)cc1,6,2,-7,-0.8,-6,9,3,7,5
CCN(CC)C(=O)CSC1=N/C(=C/c2ccco2)C(=O)N1c1ccc(OC)c(Cl)c1,15,-3,18,3.7,-4,31,0,15,8
Cc1cccnc1CNC(=O)C1CCC(=O)N(CCc2cccc(F)c2)C1 (centres undefined),11,-3,15,-2.5,4,3,0,-10,13

# Three structures already listed, sorted by number of heavy atoms, falling:
SMILES,tim10-1 inh,NR3A LBD binder,APJ antag,MPTP block,MIN6 prolif,tim23-1 inh,APJ ag,TIM10 inh,NLRP3 yeast inh
CC(=O)Nc1ccc(S(=O)(=O)N(C)c2ccc(OCC(=O)OCC(=O)Nc3ccc(OC(F)F)cc3)cc2)cc1,4,7,-3,2.9,-1,0,0,0,9
COc1ccc(CC(=O)Nc2sccc2C#N)cc1S(=O)(=O)N1CCOCC1,2,-2,8,-0.3,2,-10,-5,2,4
CN(C)c1ccnc(Oc2ccc(Cl)cc2)c1C#N,20,2,-4,0.7,1,19,-3,3,35

# Further compounds follow.
SMILES,tim10-1 inh,NR3A LBD binder,APJ antag,MPTP block,MIN6 prolif,tim23-1 inh,APJ ag,TIM10 inh,NLRP3 yeast inh
COc1ccccc1C1CC(=O)Oc2cc(C)c(Cl)c(C)c21 (centres undefined),30,-2,/,-0.9,/,52*,/,11,/
COc1ccc(N(C(C)C(=O)N2CCCC2)S(C)(=O)=O)cc1 (centres undefined),0,0,10,0.3,0,9,-2,-7,14
COc1cc(-c2nnc(COC(=O)c3cc(C)nc4ccc(C)cc34)o2)cc(OC)c1OC,9,3,7,-0.7,-1,13,4,14,17
N[C@@H](Cc1ccccc1)C(=O)N1CCC(C(=O)NCC(=O)NCC(=O)O)CC1,1,-1,0,-0.2,0,0,-2,-9,9
N/C(=N/OCC(=O)Nc1cccc2ccccc12)c1nonc1N,15,0,-11,1.7,0,-3,-1,15,2
COc1ccc(Oc2ccccc2C=O)cc1,0,2,2,1.9,-4,14,0,2,9
COc1ccc(N2CCN(C(=O)Cn3cncn3)CC2)cc1,3,0,8,-1.6,1,1,-1,-22,0
COC(=O)N/N=C/c1ccc(-c2ccc(Cl)cc2Cl)o1,35,-6,11,0.3,-3,56*,0,39,49
CCCCn1c(N)c(N(CCOC)C(=O)COC(=O)/C=C/c2ccc(Br)cc2)c(=O)[nH]c1=O,-4,-1,15,-0.4,4,-3,4,3,5
O=C(COc1ccc(S(=O)(=O)N2CCOCC2)cc1)NCC1CCCO1 (centres undefined),17,3,-10,0.2,-2,6,-2,11,-7
Cc1c(C(=O)N/N=C/c2ccc(Cl)cc2)[nH]c2ccc(Cl)cc12,37,26*,-9,96*,-6,-17,-1,26,18
CCOc1ccc(S(=O)(=O)N2CN(c3cccc(C(C)=O)c3)c3nc4ccccc4nc32)cc1,-4,-1,1,1.3,-1,-2,-2,-4,3
COc1ccc(C2C(C#N)=C3NC(=O)c4c(sc5c4CCCCC5)N3C3=C2C(=O)CC(C)(C)C3)cc1 (centres undefined),30,-7,6,15,-5,-21,-4,43*,-3
CCc1ccc(NC(=O)NCC2CCN(Cc3cccc(Cl)c3)CC2)cc1,8,-1,-4,0.4,-7,5,-1,6,12
O=c1c2cc(Br)ccc2nc(-c2cccc(Cl)c2)n1O,26,-9,-6,0.6,-4,66*,-1,19,17
COc1ccccc1Oc1ncnc2c1oc1ccccc12,32,0,-8,0.0,4,44,-1,28,-7
COCCCNc1nc2c(c(=O)[nH]c(=O)n2C)n1CC(O)COc1cccc(C)c1 (centres undefined),7,0,-7,0.2,-2,4,1,-3,15
CC1CCc2ccccc2N1C(N)=Nc1ccccc1 (centres undefined),-6,3,6,0.4,-3,-7,-3,-5,8
CCOC(=O)C1CCN(C(=O)CCc2nnc3ccc(N4CCN(C)CC4)nn23)CC1,-9,-1,9,-1.5,4,-7,0,-4,-1
O=C(COC(=O)CCCOc1ccccc1)NC1CCS(=O)(=O)C1 (centres undefined),17,-2,-53,-0.4,5,-1,-5,7,17
C/C(=N/O)c1ccc2c(c1)OCCOCCOc1cc(/C(C)=N/O)ccc1OCCOCCO2,10,0,12,2.3,1,17,-1,6,17
COc1ccc(-c2nc(-c3ccccc3)c(-c3cc([N+](=O)[O-])ccc3C)[nH]2)cc1OC,39,-4,1,0.1,-4,42,-1,11,26

# Limited to NR3A LBD binder, TIM10 inh and MIN6 prolif (5 entries from above):
mol	NR3A LBD binder	TIM10 inh	MIN6 prolif
COCCCNc1nc2c(c(=O)[nH]c(=O)n2C)n1CC(O)COc1cccc(C)c1 (centres undefined)	0	-3	-2
CC1CCc2ccccc2N1C(N)=Nc1ccccc1 (centres undefined)	3	-5	-3
CCOC(=O)C1CCN(C(=O)CCc2nnc3ccc(N4CCN(C)CC4)nn23)CC1	-1	-4	4
O=C(COC(=O)CCCOc1ccccc1)NC1CCS(=O)(=O)C1 (centres undefined)	-2	7	5
C/C(=N/O)c1ccc2c(c1)OCCOCCOc1cc(/C(C)=N/O)ccc1OCCOCCO2	0	6	1

# NR3A LBD binder: what is marked active above
canonical_smiles	NR3A LBD binder	APJ antag	MPTP block	APJ ag	NLRP3 yeast inh
Cc1c(C(=O)N/N=C/c2ccc(Cl)cc2)[nH]c2ccc(Cl)cc12	26*	-9	96*	-1	18
